Mtb FBA inh – Mtb fructose-bisphosphate aldolase inhibition; P9WQA3; purified M. tuberculosis FBA, fluorescence read-out; inhibition, % at 1 µM; actives 2.3% (n = 360,000); in the data active = inhibition above about 27%;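 also: 0% = vehicle and 100% = reference inhibitor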
Target sequence (P9WQA3 whole entry, looked up): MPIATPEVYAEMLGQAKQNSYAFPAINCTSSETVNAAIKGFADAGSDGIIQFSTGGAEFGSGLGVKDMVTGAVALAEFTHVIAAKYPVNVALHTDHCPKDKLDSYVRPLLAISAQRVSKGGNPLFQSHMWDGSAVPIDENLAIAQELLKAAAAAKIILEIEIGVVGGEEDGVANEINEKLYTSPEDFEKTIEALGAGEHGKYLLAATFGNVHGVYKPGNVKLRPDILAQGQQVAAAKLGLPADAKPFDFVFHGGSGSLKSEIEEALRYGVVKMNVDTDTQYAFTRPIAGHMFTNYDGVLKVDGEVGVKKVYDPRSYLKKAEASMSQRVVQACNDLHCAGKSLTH
PfHsp40 rescue – compounds rescuing yeast from Plasmodium falciparum HSP40 toxicity; growth rescue, % at 12.5 µM; actives 0.68% (n = 340,000); AID 504582; S. cerevisiae expressing PfHsp40, growth rescue, ATP luminescence; in the data active = growth rescue above about 28%, passing the limit was not always enough; inconclusive = no clear call, values can overlap the other calls;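 also: yeast W303a lacking pdr1 and pdr3 grown in galactose medium; growth measured after three days at 30 °C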
Y pestis TopoI – inhibitors of Yersinia pestis topoisomerase I; actives 0.064% (n = 360,000); AID 504884; Y. pestis Topo-I cleavage product accumulation, plate reader; activity, % at 10 µM; in the data active = activity above about 50%, passing the limit was not always enough; inconclusive = no clear call, values can overlap the other calls; also: inactives centre near 2
FadD28 FP inh – blocks FadD28 binding to the bisubstrate probe | actives 0.22% (n = 360,000) | fluorescence polarization | inhibition, % at 12.5 µM | AID 588549; in the data active = inhibition above about 8.5%, passing the limit was not always enough; inconclusive = no clear call, values can overlap the other calls
BH1578 lux ind – induces V. cholerae light production without autoinducers; V. cholerae BH1578 lux reporter, luminescence, 6 h; activation, % at 18.7 µM; actives 0.16% (n = 350,000); AID 588436; in the data active = activation mostly above about 9.7%, no sharp cut-off; inconclusive = no clear call, values can overlap the other calls; inactive = mostly below about 3.7%; also: not every result past the cut was called active; inactives centre near 0; reference of the scale not given here
Mtb BioA inh – BioA (M. tuberculosis) enzyme inhibition; AID 602481; purified M. tuberculosis BioA enzyme, plate reader; actives 0.096% (n = 360,000); inhibition, % at 9.99 µM; in the data active = inhibition above about 40%; inconclusive = no clear call, values can overlap the other calls
UGM FP inh – inhibitors of M. tuberculosis UDP-galactopyranose mutase; actives 0.06% (n = 320,000); P9WIQ1; inhibition, % at 10 µM; purified UGM, fluorescence polarization probe displacement; AID 504406; in the data active = inhibition above about 10%, passing the limit was not always enough; inconclusive = no clear call, values can overlap the other calls
Target sequence (P9WIQ1 whole entry, looked up): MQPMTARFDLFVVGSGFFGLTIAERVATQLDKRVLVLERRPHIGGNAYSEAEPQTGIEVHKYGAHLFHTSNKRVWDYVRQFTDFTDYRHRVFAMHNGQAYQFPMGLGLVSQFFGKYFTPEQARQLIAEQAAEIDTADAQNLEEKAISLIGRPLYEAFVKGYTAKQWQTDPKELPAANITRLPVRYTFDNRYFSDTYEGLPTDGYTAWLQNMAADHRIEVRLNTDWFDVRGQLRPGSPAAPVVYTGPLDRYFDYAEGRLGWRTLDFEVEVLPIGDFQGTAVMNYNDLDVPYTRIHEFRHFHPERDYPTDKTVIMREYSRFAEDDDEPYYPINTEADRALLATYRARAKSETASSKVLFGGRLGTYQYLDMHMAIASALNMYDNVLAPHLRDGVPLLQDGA
TcdB inh – inhibitors of Clostridioides difficile toxin B glycohydrolase | actives 0.24% (n = 350,000) | P18177 | AID 652162 | inhibition, % at 9.99 µM | TcdB glycohydrolase enzymatic assay, plate reader; in the data active = inhibition above about 10%
GDH-TPI inh – counter-screen for M. tuberculosis FBA inhibitors: GDH-TPI coupled enzymes; GDH-TPI coupled enzyme counterscreen, NADH absorbance; inhibition, % at 4.8 µM; actives 1.2% (n = 360,000); in the data active = inhibition above about 30%;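 also: 0% = DMSO wells and 100% = wells lacking the enzyme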
* hit, by the source's call; i = inactive; ? = inconclusive; nt = not tested or not shown. Outcome played no part in choosing rows; any-hit rate near 4.6%.

Compound	Mtb FBA inh	PfHsp40 rescue	Y pestis TopoI	FadD28 FP inh	BH1578 lux ind	Mtb BioA inh	UGM FP inh	TcdB inh	GDH-TPI inh
Cc1cccc(C(=O)N/N=C2/SCC(=O)N2Cc2ccccc2)c1	4.7	-1.5	-3.1	-3.2	-0.2	-0.4	0.2	-7.9	1.9
Cc1[nH]c(=S)[nH]c(=O)c1Cc1ccc(OCC(C)C)cc1	-2.4	-0.2	-6.9	-2.9	0.0	nt	1.9	0.8	-11.0
COC(=O)c1ccc(N/C(C)=C/C(=O)c2ccc(C)o2)cc1	2.0	-1.2	1.5	-1.3	i	-0.5	3.8	3.7	14.7
NC(=Nc1ccc(N)cc1)C(N)=Nc1ccc(N)cc1	-0.1	0.0	-10.3	-2.7	i	nt	2.7	-0.5	7.4
CC(=O)c1cnc2c(-c3cccc(Br)c3)cnn2c1C	-5.1	-0.8	10.7	-6.0	0.0	-2.1	1.5	nt	3.7
O=C(Nc1cccc(-c2ccc(N3CCOCC3)nn2)c1)c1ccc([N+](=O)[O-])cc1	-3.0	1.4	-7.9	-4.9	14.3	-0.7	1.1	0.9	0.0
CS(=O)(=O)N(CC(=O)N1CCCC1)c1ccc(F)cc1	-3.4	nt	1.4	-4.5	-5.9	-0.7	nt	8.2	4.4
C#CCOCCOCCOCCNc1nc(N2CCN(C(=O)[C@H]([C@@H](C)CC)n3cc([C@@H](N)CC(C)C)nn3)CC2)nc(N2CCN(C(=O)[C@H](CCCCN)n3cc([C@@H](N)C(C)CC)nn3)CC2)n1 (some centres not stated)	-0.1	0.0	-14.7	0.9	-0.7	0.2	-0.6	nt	4.1
CNc1ccc2nc3ccccc3[n+](C)c2c1	-1.2	-0.8	19.9	57.4*	i	3.9	2.2	-1.6	-9.3
CC(NC(=O)Cc1ccsc1)c1ccc(S(N)(=O)=O)cc1 (configuration not stated)	-1.1	-1.2	-1.5	-3.3	i	-0.2	0.2	nt	-2.5
CCOC(=O)c1ccccc1NS(=O)(=O)c1ccc(OCC)cc1	0.9	-0.4	26.2	-2.0	-0.3	2.0	0.1	nt	-3.6
CCn1c2ccccc2c2nn(C)c(=N)nc21	1.6	-0.5	2.8	-1.8	i	0.9	5.1	nt	10.1
CCCC(=O)Nc1ccccc1-c1nnn(CC(=O)Nc2ccc(OC)cc2)n1	-3.1	-1.6	-4.4	-3.0	nt	0.5	0.2	nt	-11.2
COC(=O)c1sccc1NC(=O)C1CC=CCC1C(=O)O (configuration not stated)	1.0	0.1	-1.0	-3.3	i	-1.0	-1.9	nt	2.8
CCCCOc1ccc(CSc2n[nH]c(C)n2)cc1	0.3	0.8	4.4	-3.0	i	-2.8	2.6	nt	-1.8
Cc1ccc(OCCN2C(=O)c3ccccc3C2=O)c(C)c1	-3.3	0.7	6.3	-3.4	-0.4	1.8	-2.3	nt	-11.9
O=C(O)c1cccc(Nc2ccnc(Nc3cccc(C(=O)O)c3)n2)c1	3.0	-1.6	5.2	-0.1	i	-0.4	2.0	0.5	6.3
CC(C)C(=O)Nc1ccc(C(=O)NNC(=S)NC(=O)c2ccccc2[N+](=O)[O-])cc1	-0.4	-1.5	-2.3	-0.6	-0.1	1.1	-0.4	2.2	9.2
OC(CNCc1cccs1)c1ccccc1 (configuration not stated)	1.1	0.3	16.3	-3.4	-18.3	2.0	0.9	nt	-12.1
O=C(NCc1ccc2c(c1)OCO2)C1CCN(S(=O)(=O)c2cccs2)CC1	1.6	0.2	-7.4	-3.7	-3.2	-0.5	0.4	nt	-1.9
COc1ccccc1CCC(=O)Nc1cccc(S(=O)(=O)N2CCOCC2)c1	-0.3	-0.5	5.6	-2.7	-0.1	-1.2	-0.4	-0.3	4.5
Nc1ccc(Nc2ccncc2[N+](=O)[O-])cc1	-3.8	-0.1	-2.2	-2.5	i	-0.4	0.0	nt	10.2
COc1ccc(C(=O)OCC(=O)NC(=O)Nc2ccccc2F)c(OC)c1	5.1	-1.4	-0.7	-1.1	-0.1	-1.0	-2.3	0.6	12.7
CCC1CCCN1Cn1cnc2c([nH]c3ccc(Cl)cc32)c1=O (configuration not stated)	4.3	-0.6	1.2	-3.3	-0.2	1.1	-0.4	nt	11.5
CC(=O)c1cccc(OC(=O)c2ccc3c(=O)n4c(nc3c2)CCC4)c1	2.4	nt	-9.6	-0.7	i	nt	5.1	nt	7.8
O=C(CN1C(=O)c2cccnc2Oc2ccc(Cl)cc21)Nc1ccc(F)cc1	1.4	-1.1	-7.7	-1.8	0.4	1.9	-1.3	1.4	2.0
COc1cn(-c2ccccc2)nc1C(=O)NCc1ccccc1	15.3	0.5	5.0	nt	-0.4	4.1	-1.2	2.5	-0.8
Cc1nc2nc(-c3ccco3)nn2c(C)c1Cl	38.4*	-2.3	-2.0	-1.8	i	-2.0	-0.2	nt	10.1
COc1ccc(-n2c(=O)c3ccccc3n(CC(=O)OCc3ccccc3)c2=O)cc1OC	0.5	0.0	3.1	-4.2	i	-1.0	4.6	1.3	5.0
Nc1c(-c2cccs2)cnn1-c1nc(-c2ccc(Cl)cc2Cl)cs1	-2.0	-1.2	7.7	-0.5	-3.0	-1.7	-0.9	nt	-1.2
CCC(C)NC(=O)CSC1=Nc2ccccc2C2=NC(c3ccccc3)C(=O)N12 (configuration not stated)	20.5	2.6	1.5	-2.9	i	0.8	-1.2	nt	-3.3
Cc1ccc(Cn2cccc(NC(=O)NC3CCCCC3)c2=O)cc1	15.3	2.2	2.9	-7.7	1.6	nt	-0.1	nt	-4.6
CCC(=O)OCc1c(C(F)(F)F)nn(C)c1Oc1cccc(C(F)(F)F)c1	-7.3	-0.1	5.1	-1.7	i	0.5	0.9	nt	-13.6
N#CCCn1cc(/C=N/O)c(-c2ccc(-c3ccccc3)cc2)n1	-1.2	1.2	5.1	-5.1	i	0.3	-3.4	nt	8.8
O=C(NCC(=O)N(CC1CCCO1)C1(C(=O)NC2CCCC2)CCCCC1)c1ccccc1 (configuration not stated)	0.3	-1.4	0.9	-0.5	-0.3	-1.8	-2.0	nt	9.6
Cc1ccc(N(CC(=O)NCC(O)c2ccccc2)S(=O)(=O)c2ccc(C)cc2)cc1 (configuration not stated)	1.3	-0.5	30.8	nt	-0.1	6.2	0.6	-0.5	3.0
O=Cc1cnc(N2CCOCC2)nc1	0.3	-0.2	-4.1	-0.9	i	nt	3.1	nt	9.7
CCc1nc(N2CCCC2C(=O)O)c2oc3ccccc3c2n1 (configuration not stated)	2.2	-1.9	-5.3	-2.8	i	-1.5	-2.3	nt	13.7
COc1cccc2cc(C(=O)N3CCc4ccccc4C3)c(=O)oc12	4.2	0.1	-3.4	-0.5	i	2.2	-1.1	nt	7.4
COCC(=O)Nc1ccc(N2CCCC2)c(S(=O)(=O)Nc2ccccc2OC)c1	-0.1	-0.6	26.1	-0.4	-0.5	-1.1	nt	-1.6	8.4
Cc1cc(=O)[nH]c(N/N=C/c2ccccn2)n1	-0.3	-0.8	-2.6	0.5	-0.2	nt	2.4	nt	20.1
Cc1ccccc1N1CCN(C2CCCN(C(=O)COc3ccccc3)C2)CC1 (configuration not stated)	0.3	0.4	32.1	-2.3	-3.6	3.1	-2.3	-0.5	1.0
CCCN1C(=O)CSC1=Nc1ccccc1	-2.4	?	5.8	-0.6	-2.9	nt	-0.7	1.0	3.1
CN1CCC[C@@H]1CCNC(=O)c1cccc2c1C(=O)c1ccc(N3CCCC3)cc1S2(=O)=O	-17.4	-1.7	12.0	-2.0	i	-7.9	1.2	-0.3	10.3
Nc1nc(N2CCN(c3ccc(Cl)cc3)CC2)n[nH]1	-2.6	0.3	-10.9	-1.8	-0.2	nt	-0.8	2.9	-11.5
NC(=O)c1ccc(-n2c(CCC(=O)O)ccc2-c2cccs2)cc1	-2.9	0.5	7.6	-1.5	-1.3	nt	-0.3	0.7	7.5
COc1ccc(Cl)cc1C(=O)Nc1cccnc1	-0.5	0.5	6.8	-0.7	-0.3	8.5	1.4	-3.9	1.5
N#Cc1ccccc1OCC(=O)Nc1ccc2c(c1)OCCCO2	0.6	0.1	9.4	-0.3	-1.2	-0.4	2.4	0.7	4.4
O=[N+]([O-])c1ccc2c(c1)c(-c1ccccc1)nc1nncn12	0.8	0.2	7.9	-0.6	-2.8	nt	nt	-0.8	4.9
O=C(CC1Oc2ccccc2NC1=O)NCCCN1CCCC1=O (configuration not stated)	-1.2	0.2	4.1	-0.5	-0.2	0.2	1.4	-0.1	6.2
CS(=O)(=O)Oc1ccc2c(c1)O/C(=C\C=C\c1ccccc1)C2=O	-0.9	0.1	-4.8	-2.5	-0.2	-3.3	-0.3	-1.4	0.8
CCc1cccc(NS(=O)(=O)c2c(C)[nH]c(=O)[nH]c2=O)c1	1.0	0.3	-11.3	-2.7	i	-0.7	-2.8	0.2	-0.7
N#Cc1ccc(C(=O)N2CCCCC2c2cc(C(=O)Nc3cccc(C#N)c3)no2)cc1 (configuration not stated)	-0.9	nt	13.1	-2.2	-0.8	-1.1	nt	0.0	8.8
CCOCCCNC(=O)N1CCOCC1	0.5	-0.8	0.5	-1.2	-0.1	1.5	0.0	nt	-2.4
CC(C)NC(=O)CN1CCN(Cc2nc(C(c3ccccc3)c3ccccc3)no2)CC1	-0.2	-0.3	9.0	-2.2	i	nt	3.1	-0.7	-5.7
Cc1cc(C)cc(C(=O)Nc2ccc(NC(=O)c3cccs3)cc2)c1	-0.7	0.8	-3.6	-0.8	nt	0.1	-1.3	-0.4	7.3
CC1CCN(S(=O)(=O)c2ccc(S(=O)(=O)NCc3cccnc3)cc2)CC1	-3.6	-0.4	-3.8	-2.4	-0.5	nt	-2.6	0.5	-7.4

Entries of single compounds, looked up by structure. Order of screens: Mtb FBA inh	PfHsp40 rescue	Y pestis TopoI	FadD28 FP inh	BH1578 lux ind	Mtb BioA inh	UGM FP inh	TcdB inh	GDH-TPI inh
Results for Nc1c(-c2cccs2)cnn1-c1nc(-c2ccc(Cl)cc2Cl)cs1 → -2.0	-1.2	7.7	-0.5	-3.0	-1.7	-0.9	nt	-1.2
Results for COc1ccc(-n2c(=O)c3ccccc3n(CC(=O)OCc3ccccc3)c2=O)cc1OC → 0.5	0.0	3.1	-4.2	i	-1.0	4.6	1.3	5.0
Results for O=C(CN1C(=O)c2cccnc2Oc2ccc(Cl)cc21)Nc1ccc(F)cc1 → 1.4	-1.1	-7.7	-1.8	0.4	1.9	-1.3	1.4	2.0
